Screening data: PubChem, several laboratories
AGP1 TOR yeast: modulators of TOR pathway AGP1-GFP in S. cerevisiae; S. cerevisiae AGP1-GFP multiplex flow cytometry, 3 h; GFP as percent of DMSO wells; GFP response vs DMSO, % at 10 µM; 320,000 compounds, 0.02% hits;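 active means GFP response relative to DMSO above a set limit, near screen average plus 3 SD, cut at about 150% in these data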;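 further: median GFP channel fluorescence of the gated AGP1 strain per well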
Bcl-xL primary: Bcl-xL (human) inhibition | Q07817 | GST-Bcl-xL / FITC-Bim BH3 peptide fluorescence polarization | inhibition, % at 10.9 µM | 320,000 compounds, 0.7% hits | AID 2129;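 active means inhibition above the mean of all tested compounds plus 3 SD, cutoff set per campaign, cut at about 30% in these data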;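 further: 0% = DMSO wells and 100% = unlabeled Bim-BH3 peptide competitor; inhibitors lower millipolarization by displacing the labeled peptide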
Target sequence (Q07817 whole entry, looked up): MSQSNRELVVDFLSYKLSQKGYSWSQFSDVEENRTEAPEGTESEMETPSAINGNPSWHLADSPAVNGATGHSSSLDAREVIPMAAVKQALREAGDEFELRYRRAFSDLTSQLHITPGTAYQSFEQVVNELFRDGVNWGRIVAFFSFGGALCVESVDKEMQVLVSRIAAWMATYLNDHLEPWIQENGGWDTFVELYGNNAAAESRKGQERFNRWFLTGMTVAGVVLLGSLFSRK
MCL1-BIM inh: inhibitors of human MCL1 binding to BIM-BH3 peptide | GST-MCL1 / FITC-Bim-BH3 fluorescence polarization | inhibition, % at 10.9 µM | 320,000 compounds, 0.68% hits | AID 2057;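 active means inhibition above the mean inhibition of all tested compounds plus 3 SD, set per campaign, cut at about 40% in these data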;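 further: 0% = DMSO wells and 100% = unlabeled Bim-BH3 peptide control; higher means more loss of mP so more displacement of Bim peptide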
Target sequence (Q07820 whole entry, looked up): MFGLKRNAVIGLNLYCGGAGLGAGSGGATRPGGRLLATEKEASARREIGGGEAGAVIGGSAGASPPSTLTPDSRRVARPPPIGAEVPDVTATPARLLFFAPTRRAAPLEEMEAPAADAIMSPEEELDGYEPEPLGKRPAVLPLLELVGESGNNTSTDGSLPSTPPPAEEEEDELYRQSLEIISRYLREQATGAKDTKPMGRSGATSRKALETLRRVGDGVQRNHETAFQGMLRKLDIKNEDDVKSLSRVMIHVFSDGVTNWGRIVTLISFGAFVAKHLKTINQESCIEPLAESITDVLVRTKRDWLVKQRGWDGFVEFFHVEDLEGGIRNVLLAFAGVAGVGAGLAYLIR
GRK2 inh: blocks RNA aptamer binding to human GRK2 | P25098 | bead flow cytometry, FAM-aptamer displacement from GRK2 | inhibition of aptamer binding, % at 10 µM | 330,000 compounds, 0.59% hits;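 active means inhibition of aptamer binding above 40%, roughly 3 SD of noise, on plates passing a quality check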;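 further: median bead fluorescence of bound FAM aptamer so fluorescent compounds give negative values; no value below 0 was filed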
Fam108B inh: counter-screen for RBBP9 inhibitors: inhibitors of mouse Fam108B | recombinant Fam108B, FP-Rh probe fluorescence polarization | inhibition, % at 9.51 µM | 300,000 compounds, 0.33% hits | AID 1947;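 active means inhibition above the screen mean inhibition plus 3 SD, computed separately per campaign, cut at about 18% in these data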;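 further: inhibitors lower polarization as less probe binds the enzyme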
GLD-1 RNA inh: GLD-1-TGE RNA interaction inhibition (C. elegans). purified GLD-1 + fluorescein TGE RNA, fluorescence polarization. 320,000 compounds, 0.44% hits. inhibition, % at 5.96 µM. Q17339. AID 2280;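 active means percent inhibition above a per-plate cutoff, the plate mean of test compounds plus 3 SD, cut at about 30% in these data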;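 further: 0% = DMSO wells with GLD-1 and probe and 100% = wells lacking GLD-1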
VLA-4 inh: inhibition in a human VLA-4 binding assay. P13612. VLA-4 expressing cells, ligand binding flow cytometry. inhibition, % (about 7 µM as worked out from the volumes in the protocol). 330,000 compounds, 0.2% hits; in the data active means inhibition above about 50%
CIT2-GFP yeast: alters CIT2-GFP fluorescence in TOR pathway yeast screen. 320,000 compounds, 0.065% hits. AID 2029. S. cerevisiae CIT2-GFP strain, flow cytometry, 3 h; 100 means same as DMSO wells. GFP response vs DMSO, % at 10 µM;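 active means GFP response relative to DMSO above a set limit, near the screen mean plus 3 SD, cut at about 150% in these data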;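 further: ratio of well median GFP fluorescence to mean of DMSO wells on the plate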
MEX-5 binding: C. elegans MEX-5 TCR-2 RNA binding activity. Q9XUB2. activity score (negative = inhibition of binding), % at 10 µM. 300,000 compounds, 0.38% hits. MEX-5/FITC-TCR2 RNA binding, fluorescence polarization; active compounds read low. AID 1832;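 active means inhibition past about -25% in most replicates, and total fluorescence under double the plate's negative control median, limit read from the data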;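 further: 0% = DMSO and -100% = 5 µM competing unlabeled TCR2 RNA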
Target sequence (Q9XUB2 whole entry, looked up): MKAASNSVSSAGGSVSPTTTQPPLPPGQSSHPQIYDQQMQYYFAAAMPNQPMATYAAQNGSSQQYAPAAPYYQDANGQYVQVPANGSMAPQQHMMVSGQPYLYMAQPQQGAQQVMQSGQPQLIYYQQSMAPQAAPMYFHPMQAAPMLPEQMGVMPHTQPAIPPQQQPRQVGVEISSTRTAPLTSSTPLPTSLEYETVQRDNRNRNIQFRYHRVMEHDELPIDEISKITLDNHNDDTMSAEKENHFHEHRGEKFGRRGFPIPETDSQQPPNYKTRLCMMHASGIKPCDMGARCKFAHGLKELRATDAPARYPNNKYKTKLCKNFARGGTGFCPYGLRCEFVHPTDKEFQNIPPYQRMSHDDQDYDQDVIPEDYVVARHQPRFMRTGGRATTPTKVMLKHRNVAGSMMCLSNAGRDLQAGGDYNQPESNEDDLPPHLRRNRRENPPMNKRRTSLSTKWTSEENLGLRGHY
* hit, by the source's call; . = not tested or not shown.

SMILES	AGP1 TOR yeast	Bcl-xL primary	MCL1-BIM inh	GRK2 inh	Fam108B inh	GLD-1 RNA inh	VLA-4 inh	CIT2-GFP yeast	MEX-5 binding
COc1cc(C(=O)Nc2ccc3c(c2)N(C(=O)CN2CCN(C)CC2)c2ccccc2CC3)cc(OC)c1OC	102	6	6	0	-2	-1	9	106	0.6
O=P(c1ccccc1)(c1ccccc1)C(O)c1ccco1 (centres undefined)	99	2	-2	2	2	3	19	83	-0.1
CCOC(=O)c1c(C)[nH]c(NC(=O)NNC(=O)c2ccccc2Cl)c1C	98	-2	1	1	.	2	-10	107	.
COc1ccc(/C(=C/Nc2cccc(Br)c2)C(C)=O)cc1OC	101	-7	-9	1	0	-1	-11	107	-1.3
Cc1ccc(Nc2cc(C(=O)NCCCN3CCOCC3)c3ccccc3n2)c(C)c1	105	6	5	0	-1	-2	-3	105	-1.0
COc1ccc(OC)c(-c2cc(C(=O)N3CCc4ccccc4C3)no2)c1	101	1	-4	1	-1	4	6	103	-0.4
Cc1[nH]nc2c1C(c1cn[nH]c1-c1ccc(F)cc1)C(C#N)=C(N)O2 (centres undefined)	100	12	13	2	0	1	-17	116	-3.8
O=C(Nc1cccc(Cl)c1N1CCOCC1)c1cccnc1Cl	96	8	2	0	2	4	24	97	0.5
CCOC(=O)N1CCN(CC(=O)n2c(C)c(C)c3ccccc32)CC1	.	10	15	4	3	-2	2	91	-0.1
Cc1ccccc1C(=O)NCC(=O)NNC(=S)NC(=O)c1ccccc1	.	7	14	6	0	2	0	.	2.9
O=C1CC(c2cccc(Br)c2)C2=C(CCCC2=O)N1 (centres undefined)	98	2	-6	0	0	3	-5	102	-2.4
COc1ccc(CNC(=O)C2CCN(S(=O)(=O)c3cccc4nonc34)CC2)cc1	103	0	1	5	3	9	-7	100	1.1
CN(C)CCNc1oc(COc2ccc(Cl)cc2)nc1C#N	108	1	0	0	-1	1	8	82	3.0
CCOc1ccc(CN2CCN(CCCn3cccn3)CC2CCO)cc1 (centres undefined)	102	7	5	5	2	4	5	86	2.1
COc1ccc(Cc2nnc(NC(=O)Nc3ccccc3F)s2)cc1OC	110	-1	-3	0	-6	0	-4	112	1.6
NNC(=O)CCN1CCN(C(c2ccccc2)c2ccccc2)CC1	96	-5	2	0	-2	1	2	103	0.0
N#Cc1nc(-c2ccc(OCc3ccccc3)cc2)oc1N1CCC(C(N)=O)CC1	90	-15	-29	5	-8	-4	8	89	0.1
O=C(Cc1ccccc1[N+](=O)[O-])NCCSCc1c(F)cccc1Cl	93	-2	0	0	-3	-4	3	99	0.9
CN(C)S(=O)(=O)c1cccc(NC(=O)CN(CCO)CC(=O)Nc2cccc(S(=O)(=O)N(C)C)c2)c1	104	2	-11	0	0	3	6	104	0.2
CNS(=O)(=O)c1cccc(C(=O)OCC(=O)N2CCN(C(=O)c3ccco3)CC2)c1	103	.	.	5	.	-2	32	93	.
O=C(c1ccc(Br)cc1)N1CCN(S(=O)(=O)c2ccccc2)CC1	94	-4	-5	0	-2	8	-5	88	0.6
Cc1cccc(N2CCN(CC(=O)NCc3ccc(Cl)cc3)CC2)c1C	93	3	3	1	8	6	1	89	1.8
CC(C)C[C@@]12C(=O)N(c3cccc(Br)c3)C(=O)N1[C@H](c1ccc(Cl)cc1)[C@@H]1C(=O)N(C3CCCCC3)C(=O)[C@@H]12	77	-3	-1	2	-4	0	2	67	4.3
COc1ccc(-c2nnc(SCc3ccccc3F)o2)cc1	93	8	6	0	1	12	11	91	-1.2
COc1cccc(-c2nn(-c3ccccc3)cc2/C=C(\C#N)C(=O)NCCCn2ccnc2)c1	100	12	6	2	-3	4	10	104	-1.6
CC(=O)Nc1ccc(C(=O)OCC(=O)Nc2ccccc2F)cc1	95	2	-1	0	2	-8	7	90	1.1
O=C(Cc1ccccc1)Nc1ccc(NC(=O)C2CCCCC2)nc1	94	9	-2	4	0	0	13	102	-2.3
COc1ccc(S(=O)(=O)N2CCCC2C(=O)NCC(=O)Nc2cccc(Cl)c2C)cc1 (centres undefined)	93	5	1	0	-4	3	10	89	1.3
N/C(=N\OC(=O)c1ccc(F)cc1)c1nonc1N	100	1	0	0	-1	1	3	94	-0.4
Cc1ccccc1OCc1nnc(SCC(=O)N2CCc3ccccc32)n1C	104	-3	0	0	-1	6	-3	.	-3.5
COc1ccccc1NC(C#N)c1ccccc1OCc1ccccc1 (centres undefined)	99	6	5	2	1	1	-7	98	-2.1
C=CCN(C(=O)CCC(=O)Nc1cc(C)on1)C(C(=O)NC1CCCC1)c1ccc(CC)cc1 (centres undefined)	105	6	6	0	2	-6	7	101	-0.9
O=C(CCNS(=O)(=O)c1ccc(Br)cc1)Nc1cccc(F)c1	101	1	-5	0	2	3	-15	101	0.8
Cc1cccc(S(=O)(=O)N2CCn3cccc3C2C)c1 (centres undefined)	97	1	2	0	.	2	-14	91	.
CN(C)CCCN=C(NO)c1ccc(Cl)cc1Cl	119	-1	2	1	1	-8	4	107	-0.6
O=C(NNC(=O)c1csc(N2CCOCC2)n1)c1cccnc1	104	0	0	3	0	-3	20	99	1.3
Cc1cc(C)n(-c2cccc(Cl)c2C#N)n1	99	0	0	1	-2	-5	4	95	-0.7
O=C(Nc1ccccc1C(F)(F)F)N1CCN(c2ccccn2)CC1	105	3	4	0	5	-2	-2	91	2.2
COc1ccc(/C=N\NC(=O)C2C(=O)NCC2c2ccccc2)cc1O (centres undefined)	104	-3	9	5	4	-4	-7	107	-2.3
c1ccc(OCc2nnnn2-c2ccccc2)cc1	93	-1	0	1	-2	-14	-41	93	-0.6

Copied from the list:
`O=C(Nc1ccccc1C(F)(F)F)N1CCN(c2ccccn2)CC1` @ Bcl-xL primary = 3
`Cc1cccc(N2CCN(CC(=O)NCc3ccc(Cl)cc3)CC2)c1C` @ Fam108B inh = 8

(cont.)
SMILES	AGP1 TOR yeast	Bcl-xL primary	MCL1-BIM inh	GRK2 inh	Fam108B inh	GLD-1 RNA inh	VLA-4 inh	CIT2-GFP yeast	MEX-5 binding
CCN1C(=O)/C(=C/c2ccc(OCc3ccc(C(=O)O)cc3)c(Cl)c2)NC1=S	93	0	8	2	-3	6	-1	95	-2.3
Cc1cc2n(n1)C(c1ccccc1)CC(c1ccc(Br)cc1)=N2 (centres undefined)	101	13	4	0	-1	53*	-9	98	.
O=C(CCCN1C(=O)c2ccccc2C1=O)OC1CSCC1NC(=O)c1ccccc1 (centres undefined)	107	4	8	2	-6	5	3	111	-0.8
CSc1ccccc1NC(=O)c1cc(C)on1	104	-2	0	2	-1	2	-3	.	.
Cc1ccc(C(=O)Nc2cccc(C(F)(F)F)c2)cc1Nc1cncnc1	107	4	2	0	-3	6	2	94	0.5
CCOc1cc(C2C(C(=O)c3ccco3)=C(O)C(=O)N2CC2CCCO2)ccc1O (centres undefined)	99	3	-2	2	-1	1	15	104	-2.9
COC(=O)c1cc2c(ccc3ccccc32)oc1=O	61	7	3	29	5	2	-1	82	-2.6
C(#Cc1ccccc1)CN1CCOCC1	93	7	1	1	-2	5	15	106	-0.2
CCOC(=O)C1=C(CC)Nc2ccccc2N=C1NC(=O)c1oc2ccccc2c1C	95	1	1	0	-9	9	8	92	1.5
COc1ccc(-c2c3c(=O)n(C)c(=O)n(C)c3cn2-c2ccccc2)cc1	98	-3	-5	0	0	-1	0	98	1.8
O=C(CSc1nncs1)Nc1ccc2[nH]c(=O)[nH]c2c1	109	-7	-11	0	-5	5	14	100	0.0
COc1ccc(CN(C(=O)c2snc(C(N)=O)c2N)C(C(=O)NC2CCCC2)c2ccc(OC)cc2)cc1 (centres undefined)	100	5	3	2	1	3	2	107	0.6
O=C(N/N=C/c1ccc(OC(=O)c2ccccc2Cl)cc1)c1ccccn1	97	0	3	1	-11	4	-4	104	-3.8
CCN(CC(=O)Nc1ccccc1C(=O)Nc1ccccc1)Cc1nc2ccccc2c(=O)[nH]1	93	0	-5	0	-1	5	9	96	0.8
COc1cc(C#N)ccc1OCC(=O)Nc1cccc(S(=O)(=O)N2CCCC2)c1	100	-6	-4	4	0	10	8	97	2.3
COc1ccccc1N1CCN(CC(=O)Nc2ccc3c(c2)OCCO3)CC1	107	3	7	0	0	4	13	100	0.5
CCOC(=O)c1cc2cc(F)ccc2nc1C	109	5	-5	1	-4	2	6	119	-1.0
CCCCc1cc(=O)oc2cc(C)cc(OC(C)C(=O)O)c12 (centres undefined)	97	5	4	1	-1	1	21	91	3.0
O=C1NC2(CCc3ccccc32)C(=O)N1CCOc1ccc(Cl)cc1 (centres undefined)	88	-3	7	1	2	-3	5	89	1.6
CCOC(=O)c1cnc(SC2CC(=O)N(c3ccc(C)cc3)C2=O)nc1N (centres undefined)	105	0	-1	0	0	-2	-2	106	-1.5
Cc1ccccc1C(=O)N1CCC(C(=O)Nc2cccc(F)c2)CC1	108	3	0	0	-1	4	1	102	2.4
Cc1cc(=O)oc2cc(OC(C)C(=O)NCC3CCC(C(=O)O)CC3)ccc12 (centres undefined)	106	-7	-8	1	-3	1	15	103	-0.6
COc1cccc(/C=C2\SC(=S)N(NS(=O)(=O)c3ccccc3)C2=O)c1OC	59	10	11	0	1	0	-3	62	-4.3
Cc1nc2c(-c3ccccc3)cnn2c(N)c1-c1ccccc1	84	.	.	2	.	.	6	89	-1.7
CCC(C)[C@H](N)c1cn([C@@H](CCCCN)C(=O)N2CCNCC2)nn1 (some centres undefined)	.	4	6	.	3	2	.	.	-0.1
O=S(=O)(CCSc1nc2ccccc2o1)Cc1ccccc1	83	-3	-5	0	1	-2	-2	78	3.4
CC(=O)Nc1ccc(SCC(=O)OCC(=O)NC(=O)NC2CCCC2)cc1	102	8	9	0	-2	-3	12	110	1.2
Cc1onc(-c2ccccc2Cl)c1C(=O)N(Cc1ccccc1)C(C)C	93	3	-5	1	4	-5	-1	98	1.4
CCOCCCNC(=O)c1ccc(CS(=O)(=O)Cc2cccc(C)c2)o1	108	3	3	0	4	3	9	101	2.4
COc1ccc(/C=C\C(=O)NCc2ccc3[nH]c(C)cc3c2)cc1OC	90	2	0	0	4	8	9	86	0.0
Cc1cccc(Nc2nnc(SCC(=O)Nc3cccnc3Cl)s2)c1	105	-1	-7	7	-2	-2	-15	92	0.7
COc1ccc(CNC(=O)CN(C)S(=O)(=O)c2ccc(Cl)cc2)cc1	110	9	-3	0	2	-1	1	105	0.3
CC(=O)c1cccc(NC(=O)COC(=O)c2n[nH]c3ccccc23)c1	108	-4	-8	0	1	-2	16	101	2.6
CCOc1ccc(S(=O)(=O)Nc2ccc(C(=O)NN)cc2)cc1	95	-2	0	0	-2	-2	2	105	-0.8
CCOC(=O)C1=C(C)NC(=S)NC1c1ccc(OCC(=O)N2CCCCCC2)cc1 (centres undefined)	99	-3	-5	2	-1	-7	-4	102	3.0
CSc1ncccc1C(=O)Nc1ccc(C)cn1	103	4	2	7	2	3	18	104	0.3
O=S(=O)(Cc1ncc(C(F)(F)F)cc1Cl)c1ccccc1	112	-5	0	0	5	6	-8	133	1.2
Cc1ccc(NC(=O)COC(=O)CNC(=O)C2CCCCC2)c(Br)c1	100	-2	2	0	2	5	1	92	2.6

Entries listed above marked active in GLD-1 RNA inh:
Compound	AGP1 TOR yeast	Bcl-xL primary	MCL1-BIM inh	GRK2 inh	GLD-1 RNA inh	VLA-4 inh	CIT2-GFP yeast	MEX-5 binding
Cc1cc2n(n1)C(c1ccccc1)CC(c1ccc(Br)cc1)=N2 (centres undefined)	101	13	4	0	53*	-9	98	.
